Bioassay records from PubChem.
TGFb inhibitor = blocks TGF-b signaling. HepG2 CAGA-GFP TGF-b/SMAD3 reporter, GFP fluorescence, 18 h; TGF-beta stimulated, 500 pg/mL final. Potency, µM (top dose mostly 46.1 µM), for the others: top-dose activity, negative = inhibition, most hits filed as inhibitors. actives 1.2% (n = 410,000); also: potency is read from the fitted curve at half-maximal effect; % is scaled to controls: 0 for no effect and ±100 for the full control effect; nearly all actives have a fitted effect of over 65% in size
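First, reporter cells (HEPG2 CAGA-GFP) rested 2 h at 37 degrees C. Next, compounds were pinned in and TGF-beta added to 500 pg/mL final. After 18 h, GFP was imaged per cell and summed per well.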
IL-1B inflam inh = inhibitors of inflammasome signaling (IL-1 beta secretion). activity change, % at 57.5 µM. THP-1 LPS/ATP IL-1B secretion, AlphaLISA, 16 h; stronger effect = lower value. AID 743279. actives 4.7% (n = 360,000); in the data active = activity change below about -50%; inconclusive = mostly about -30% to -49%; also: % is scaled to controls: 0 for no effect and ±100 for the full control effect
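THP-1 cells pretreated 1 hr with compounds (up to 57.5 uM final), then stimulated with LPS (250 ng/mL final) plus ATP (1.25 mM final); secreted IL-1B measured by AlphaLISA after 16 hr, decreased signal indicating inhibition.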
MCF10A rereplic = inducers of DNA re-replication in MCF 10A breast cells | MCF 10A DNA re-replication, Hoechst nuclear intensity, 48 h | AID 624296 | Potency, µM (top dose mostly 46.1 µM), without a hit: top-dose activity, positive = re-replication, most hits filed as activators | actives 2.9% (n = 350,000); also: potency is read from the fitted curve at half-maximal effect; % of control where 0% means no effect; nearly all actives have a fitted effect of over 50% in size
A549 viability = kills or reduces viability of A549 cells in Nrf2 counter-screen | A549 ARE-Fluc cells, CellTiter-Fluor viability, 18-24 h | actives 0.16% (n = 390,000) | Potency, µM (top dose mostly 46 µM), without a hit: at the top dose activity change, negative = cytotoxicity, most hits filed as inhibitors | AID 504648; also: potency is read from the fitted curve at half-maximal effect; % is scaled to controls: 0 for no effect and ±100 for the full control effect
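Cytotoxicity counterscreen: CellTiter-Fluor fluorescence was measured in A549 ARE_Fluc cells after 18-24 h of compound exposure in a concentration series. The subsequent BugLite luminescent read reports ARE-luciferase activity.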
ATXN2 expr inh = ATXN2 expression inhibition; HEK-293 ATXN2-luciferase reporter, luminescence, 24 h; Potency, µM (doses to about 57 µM), without a hit: at the highest dose activity change, negative = inhibition, usual class: inhibitors; actives 0.72% (n = 360,000); also: potency is read from the fitted curve at half-maximal effect; % is scaled to controls: 0 for no effect and ±100 for the full control effect; nearly all actives have a fitted effect of over 55% in size
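ATXN2-luciferase reporter cells (luciferase flanked by upstream and downstream ATXN2 gene portions) were treated 24 h at 37 °C with compounds at up to 57 uM. SteadyGlo luminescence gave expression; GF-AFC fluorescence gave viability.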
HepG2 tox = HepG2 cytotoxicity, counter-screen for TGF-b inhibitors. HepG2 CAGA-GFP viability, ATP luminescence, 18 h. Potency, µM (highest dose often 46.1 µM), without a hit: at the top dose activity change, negative = cytotoxicity, most hits filed as cytotoxic. actives 0.76% (n = 410,000). AID 588856; also: potency is read from the fitted curve at half-maximal effect; some results filed as inactive show a strong effect at the top dose
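HepG2 CAGA-GFP cells (1000/well, DMEM with 1% FBS) received compound, then TGF-beta at 500 pg/mL final, and were incubated 18 hours at 37 degrees C. Viability was read by CellTiter-Glo luminescence. Media-only wells were set as complete cell-killing and DMSO as no toxicity.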
ATXN viability = reduces viability in counter-screen for ATXN expression inhibitors | actives 0.49% (n = 400,000) | Potency, µM (doses to about 56.7 µM), actives largely listed as cytotoxic | S2 cells (HEK-293 line with an ATXN2-luciferase reporter) viability, CellTiter-Fluor protease fluorescence, 24 h | AID 651635; also: potency is read from the fitted curve at half-maximal effect; nearly all actives have a fitted effect of over 40% in size
Nrf2 ARE act = activates Nrf2 signaling. AREc32 ARE-luciferase reporter (MCF7-derived line), luminescence, 24 h. Potency, µM (top dose mostly 46.1 µM), for the others: top-dose activation, hits mostly activators. actives 0.31% (n = 410,000). AID 624171; also: potency is read from the fitted curve at half-maximal effect; % of control where 0% means no effect; nearly all actives have a fitted effect of over 65% in size
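Luminescent ARE reporter assay in AREc32_Fluc cells: overnight plating at 37 deg C, 24 hr compound incubation, Steady-Glo added, 30 min RT before reading.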
Nrf2 inh = Nrf2 pathway inhibition; A549 ARE-Fluc reporter, luciferase luminescence, 18-24 h; Potency, µM (highest dose often 46 µM), inactives show at the highest dose activity change, negative = inhibition, actives largely listed as inhibitors; actives 2.1% (n = 360,000); also: potency is read from the fitted curve at half-maximal effect; % is scaled to controls: 0 for no effect and ±100 for the full control effect; nearly all actives have a fitted effect of over 60% in size
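Concentration-response testing used A549 ARE_Fluc cells at 5000 cells/well. Following an 18-24 h compound incubation, viability was read by fluorescence (Ex 405/Em 525) and luciferase output by luminescence.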
* = called active by the depositor; i = inactive; ? = inconclusive; nt = not tested or not shown; [ ] = dose if it differs, or a comment. Unless noted, calls follow the shape of the dose curve; as a rule, active = well fitted curve in the direction sought with a large enough effect; inconclusive = small, poorly fitted or top-dose-only effect, or another doubt; inactive = no such curve, though single readings can be large; an effect the other way counts as inactive or inconclusive.

Results follow in this order: TGFb inhibitor | IL-1B inflam inh | MCF10A rereplic | A549 viability | ATXN2 expr inh | HepG2 tox | ATXN viability | Nrf2 ARE act | Nrf2 inh
CCCn1c(=N)c(C(=O)NCc2ccco2)cc2c(=O)n3cc(C)ccc3nc21
→ -11% | nt | nt | -5% | -9% | 6% | nt | -0.3% | 2%
O=C(NCCCCc1ccccc1)Nc1cccc(F)c1
→ ? | -99* | 10% | 4% | -28% | -32% | i | 0.0% | 2%
COc1ccc(/C(O)=C2/C(=O)C(=O)N(CCN(C)C)C2c2ccc(C)cc2)cc1Cl (stereo unspecified)
→ ? | -6 | 7% | -7% | -1% | 1% | i | -0.4% | 13%
O=C(NC1(C(F)(F)F)C(=O)Nc2c1c(=O)[nH]c(=O)n2-c1ccccc1)c1ccncc1 (stereo unspecified)
→ 0% | 22 | -1% | -10% | 1% | -13% | i | -0.5% | 0%
O=C(Cn1cc(C(=O)COc2ccccc2)c2ccccc21)NCc1ccco1
→ 4% | -12 | -2% | -4% | 8% | 0% | i | 17% | -4%
Cc1ccc(NC(=O)Nc2ccc3c(c2)CCC3)cc1
→ -7% | -8 | 4% | -3% | 39%[activator] | 11% | i | 0.6% | 17%
CCOC(=O)c1ccc(NC(=O)Cn2nc(C)c3nn(-c4ccc(Cl)cc4)c(C)c3c2=O)cc1
→ ? | nt | nt | 0% | nt | -16% | nt | -1.4% | nt
COc1ccc(NC(=S)NN2C(C)CCCC2C)cc1 (stereo unspecified)
→ -24% | 9 | 0% | 4% | -4% | 6% | i | -0.4% | -2%
O=C(CC1N=C2c3ccccc3N=C(SCc3cccc(F)c3)N2C1=O)NCc1cccs1 (stereo unspecified)
→ 16% | nt | nt | -10% | nt | -9% | nt | -0.5% | nt
N#Cc1ccc(Cn2c(=O)oc3ccccc32)cc1
→ ? | 27 | 10% | -1% | 23% | -6% | i | -0.2% | -1%
O=C(NCCS(=O)(=O)N1CCN(c2ccc(F)cc2)CC1)c1cc(=O)c2ccccc2o1
→ 7% | nt | nt | -1% | nt | 1% | nt | -0.2% | nt
Cc1nc2ccccc2c(=O)n1CCCN1CCOCC1
→ -23% | 2 | -3% | 1% | 2% | -6% | i | -0.4% | 3%
OCCNCCCCOc1ccc(F)cc1
→ -1% | -3 | 1% | 2% | -13% | -4% | i | 0.2% | 4%
CS(=O)(=O)N1CCc2cc(C(=O)O)ccc21
→ 14% | 3 | -2% | 0% | -7% | -51% | i | 2.3% | 16%
O=C(Nc1ccc2c(c1)OCO2)C1CCN(S(=O)(=O)c2cccs2)CC1
→ -28% | -22 | 18% | 0%[1.84 µM] | 28% | -16% | i | 3.5% | -16%
Cc1cc(C)nc(SCc2nc3nc(C)cc(C)n3c2Br)n1
→ 15% | -8 | 3% | -5% | 4% | 10% | i | -0.1% | ?
C[C@H]1CN([C@@H](C)CO)S(=O)(=O)c2ccc(C#Cc3cccnc3)cc2O[C@@H]1CN(C)C(=O)Nc1ccc2c(c1)OCO2
→ 7% | -12 | nt | nt | 14% | -14% | ? | 4.1% | nt
O=C(C[n+]1ccn(CCCNP2(=O)C=C(c3ccccc3)OC(c3ccccc3)=C2)c1)c1cccs1
→ 1% | ? | 1% | 0% | 3%[11.3 µM] | -4% | i | 0.4% | 1%
COc1ccc(N=C(C)C2=C(O)c3ccccc3C2=O)cc1
→ -19% | 1 | 15% | -18% | -35% | -11% | ? | 2.5% | ?
O=C(Nc1ccc(Cl)cn1)c1cc2c(s1)-c1ccccc1OC2
→ -3% | -8 | ? | -4% | 2% | -14% | i | -0.7% | -55%

Of the compounds above, 2 contain two or more sulfur atoms:
Results follow in this order: TGFb inhibitor | IL-1B inflam inh | MCF10A rereplic | A549 viability | ATXN2 expr inh | HepG2 tox | ATXN viability | Nrf2 ARE act | Nrf2 inh
O=C(CC1N=C2c3ccccc3N=C(SCc3cccc(F)c3)N2C1=O)NCc1cccs1 (stereo unspecified)
→ 16% | nt | nt | -10% | nt | -9% | nt | -0.5% | nt
O=C(Nc1ccc2c(c1)OCO2)C1CCN(S(=O)(=O)c2cccs2)CC1
→ -28% | -22 | 18% | 0%[1.84 µM] | 28% | -16% | i | 3.5% | -16%

Taken from above.
Result for `Cc1ccc(NC(=O)Nc2ccc3c(c2)CCC3)cc1` under A549 viability: -3%
Result for `O=C(Nc1ccc(Cl)cn1)c1cc2c(s1)-c1ccccc1OC2` under A549 viability: -4%

Reformatted: results already given
SMILES | TGFb inhibitor | IL-1B inflam inh | MCF10A rereplic | A549 viability | ATXN2 expr inh | HepG2 tox | ATXN viability | Nrf2 ARE act | Nrf2 inh
N#Cc1ccc(Cn2c(=O)oc3ccccc32)cc1 | ? | 27 | 10% | -1% | 23% | -6% | i | -0.2% | -1%
O=C(NCCS(=O)(=O)N1CCN(c2ccc(F)cc2)CC1)c1cc(=O)c2ccccc2o1 | 7% | nt | nt | -1% | nt | 1% | nt | -0.2% | nt
Cc1nc2ccccc2c(=O)n1CCCN1CCOCC1 | -23% | 2 | -3% | 1% | 2% | -6% | i | -0.4% | 3%
OCCNCCCCOc1ccc(F)cc1 | -1% | -3 | 1% | 2% | -13% | -4% | i | 0.2% | 4%
CS(=O)(=O)N1CCc2cc(C(=O)O)ccc21 | 14% | 3 | -2% | 0% | -7% | -51% | i | 2.3% | 16%
O=C(Nc1ccc2c(c1)OCO2)C1CCN(S(=O)(=O)c2cccs2)CC1 | -28% | -22 | 18% | 0%[1.84 µM] | 28% | -16% | i | 3.5% | -16%

More entries follow:
Results follow in this order: TGFb inhibitor | IL-1B inflam inh | MCF10A rereplic | A549 viability | ATXN2 expr inh | HepG2 tox | ATXN viability | Nrf2 ARE act | Nrf2 inh
O=C(CCSCCc1ccccn1)Nc1c(F)cc(F)cc1Br
→ -11% | 0 | ? | -1% | 2% | -2% | i | -0.2% | -3%
CC(C)(C)NC(=O)C(Cc1ccccc1)NS(=O)(=O)c1ccc2c(c1)CCC(=O)N2 (stereo unspecified)
→ 2% | -1 | 0% | -2% | -3% | -20% | i | -0.1% | nt
N#CC1=C2SCN(Cc3ccco3)CN2C(=O)CC1c1c(F)cccc1Cl (stereo unspecified)
→ -1% | -4 | 17% | -3% | 2% | -1% | i | 4.2% | ?
Cc1ccc(S(=O)(=O)NCC(=O)N(CC(=O)NCc2ccco2)C2CCCC2)cc1
→ 5% | -12 | 0% | 1% | -3% | 2% | i | -0.5% | 6%
Cc1ccccc1NC(=O)Cn1c(=O)n(Cc2ccccc2)c(=O)c2sc3ccccc3c21
→ -6% | nt | nt | -6% | 7% | -3% | ? | -0.8% | 12%
CCOC(=O)c1cc(NC(=O)c2ccc(Cl)cc2)c(=O)n2c1oc1ccccc12
→ 3% | nt | nt | -9% | 0% | -2% | i | 0.3% | -9%
Cn1cccc1Cc1nnc(SCC(=O)NCc2ccco2)n1CCc1ccccc1
→ 18% | ? | -3% | -2% | -13% | -16% | i | -0.1% | 17%
CC(/C=C/C=C/c1ccccc1)=N/NC(=O)CNc1ccccc1C
→ -26% | 6 | ? | -4% | ? | 8% | ? | 0.7% | 5%
COC(=O)CCCN=C1SCCN1Cc1ccccc1
→ -6% | 20 | -3% | -1% | -16% | -6% | i | 0.0% | 9%
